Screening results: PubChem BioAssay, National Center for Advancing Translational Sciences (NCATS)
N370S GC mod: inhibitors or activators of N370S glucocerebrosidase for Gaucher disease; Potency, µM (titrated, usually from 59.4 µM), for inactives: top-dose activity change, negative = inhibition, most hits filed as inhibitors; N370S GC spleen homogenate, 4MU-glucoside fluorescence; P04062; 330,000 compounds, 0.092% hits; AID 2101;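 further: 0% = full enzyme activity and -100% = no enzyme basal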
GCN5L2 inh: blocks human GCN5L2 histone acetyltransferase; Q92830; 390,000 compounds, 0.21% hits; GCN5L2 HAT assay, ThioGlo1 CoA-SH fluorescence; Potency, µM (titrated, usually from 58.9 µM), without a hit: at the highest dose activity change, negative = inhibition, usual class: inhibitors
Target sequence (Q92830 whole entry, looked up): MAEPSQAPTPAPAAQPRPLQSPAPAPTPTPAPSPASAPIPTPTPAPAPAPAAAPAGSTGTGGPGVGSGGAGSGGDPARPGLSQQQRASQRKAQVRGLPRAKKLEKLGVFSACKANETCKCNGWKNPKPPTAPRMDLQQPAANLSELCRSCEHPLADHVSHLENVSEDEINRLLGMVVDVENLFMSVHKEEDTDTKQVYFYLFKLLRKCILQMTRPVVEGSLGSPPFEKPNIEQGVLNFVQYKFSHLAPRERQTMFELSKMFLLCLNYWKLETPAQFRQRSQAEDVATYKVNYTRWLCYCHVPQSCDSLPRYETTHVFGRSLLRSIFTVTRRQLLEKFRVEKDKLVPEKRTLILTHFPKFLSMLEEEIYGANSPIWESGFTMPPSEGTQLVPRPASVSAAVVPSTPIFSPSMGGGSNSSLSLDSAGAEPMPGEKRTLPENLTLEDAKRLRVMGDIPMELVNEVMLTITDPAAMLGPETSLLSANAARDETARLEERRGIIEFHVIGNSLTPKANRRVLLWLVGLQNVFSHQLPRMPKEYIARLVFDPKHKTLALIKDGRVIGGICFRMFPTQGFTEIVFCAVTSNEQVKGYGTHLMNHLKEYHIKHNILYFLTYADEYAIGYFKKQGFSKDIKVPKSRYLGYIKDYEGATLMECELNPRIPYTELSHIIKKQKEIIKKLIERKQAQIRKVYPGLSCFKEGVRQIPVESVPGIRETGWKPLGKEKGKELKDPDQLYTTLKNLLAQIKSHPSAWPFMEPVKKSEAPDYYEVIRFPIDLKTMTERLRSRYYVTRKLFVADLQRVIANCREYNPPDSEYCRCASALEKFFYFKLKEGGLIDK
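GCN5L2 (20nM final) in 50mM HEPES, 0.1mM EDTA pH 7.5, 0.01% Tween-20 was preincubated 15 min at room temperature with compound, then given ThioGlo1 (50uM), H3(1-25) peptide (75uM) and acetyl-CoA (70uM); CoA-thiol fluorescence (Ex340/Em540) was read at 0 and 20 min.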
FEN1 inhibitor: inhibitors of human flap endonuclease 1 | Recombinant FEN1 flap cleavage, fluorescence, 15 min | Potency, µM (titrated, usually from 114 µM), without a hit: at the highest dose activity change, negative = inhibition, usual class: inhibitors | 390,000 compounds, 0.35% hits | AID 588795; further: nearly all actives have a fitted effect of over 65% in size
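Quantitative HTS format: each compound was titrated, incubated with 10 nM nuclease for 15 min at room temperature, then challenged with flap substrate at 50 nM final. Signal change over 15 min gave concentration–effect curves.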
The depositor's hits bear a star; ? = inconclusive; nt = not tested or not shown; & = joins results of further samples; [ ] = another dose, or the depositor's remark. The call rests on the fitted dose curve; in most records, active means well fitted curve in the direction sought with a large enough effect; inconclusive means small, poorly fitted or top-dose-only effect, or another doubt; inactive means no such curve, though single readings can be large; an effect the other way counts as inactive or inconclusive. Unless noted, on the % scale 0 is the no-effect control and ±100 the full control effect; potency means the concentration at half of the fitted maximal effect. These rows are one share of the data, so the mix of outcomes need not match the whole.

N370S GC mod | GCN5L2 inh | FEN1 inhibitor | Structure
-1.4% | -1.0% | -1.4% | O=C(Nc1ccc(S(=O)(=O)N2CCOCC2)cc1)c1cccc([N+](=O)[O-])c1
nt | -8.6% | -7.3% | CC1=C(C(=O)Nc2cc(Cl)ccc2C)C(c2sccc2C)n2ncnc2N1 (stereo not given)
-5.2% | -6.3% | nt | Cc1noc(C)c1C(=O)N1CCC2(CC1)CN(Cc1cc(C(F)(F)F)cc(C(F)(F)F)c1)C2
2.3% | 3.2% | -5.6% | COc1ccc(NC(=O)CN(C)C(=O)c2cc(S(=O)(=O)N3CCCCCC3)ccc2OC)cc1
1.0% | 3.7% | -3.6% | CC(C)Cn1nc(-c2ccccc2)c2ccccc2c1=O
1.7% | -2.1% | -4.6% | COc1ccc2[nH]cc(CCNC(=O)c3ccc([N+](=O)[O-])cc3)c2c1
nt | -9.2% | 10.8% | CC(C)Cn1c(-c2ccc(S(=O)(=O)N3CCCC3)cc2)csc1=Nc1ccccc1
13.4% | -6.9% | -16.6% | CN(C)/C=C/C(=C\C(=O)C(F)(F)F)Nc1ccc(C(F)(F)F)cc1
8.3% | -13.2% | -12.5% | O=C1CC(c2ccco2)CC(O)=C1C=Nc1cc(Cl)ccc1Cl (stereo not given)
-2.8% | -1.9% | -19.6% | COc1ccc(-c2nc3ncccc3o2)cc1NC(=O)c1ccco1
nt | 7.5% | -19.9% | O=C(CSc1nc(=O)n(Cc2ccccn2)c2c1CCC2)Nc1ccccc1
nt | -0.7% | ? | COc1ccc(NC(=O)c2cc(C(C)=O)n3ccccc23)cc1
3.0% | -3.8% | -3.3% | COc1ccc(NS(=O)(=O)c2cc3c4c(c2)C(C)C(=O)N4CCC3)cc1 (stereo not given)
2.5% | -10.5%[0.501 µM] | -0.3% | Cc1ccc(C(=O)Nc2ncnc3sc4c(c23)CCCCC4)cc1
4.0% | 20.3% | -7.0% | S=C(Nc1cccnc1)N1CCCCC1
nt | -6.4% | 4.4% | CC1(C)CC[C@]2(C(=O)O[C@@H]3O[C@H](CO)[C@@H](O)[C@H](O)[C@H]3O)CC[C@]3(C)C(=CCC4[C@@]5(C)CC[C@H](O[C@@H]6O[C@H](C(=O)O)[C@@H](O[C@H]7OC[C@@H](O)[C@@H](O)[C@@H]7O)[C@H](O)[C@H]6O)C(C)(C)C5CC[C@]43C)[C@@H]2C1 (stereo not given in full)
-9.4% | -7.4% | -22.5% | C/C(=N\Nc1nc2ccccc2[nH]1)c1ccc2c(c1)OCO2
2.9% | -1.6% | -3.3% | CCCc1cc(Nc2ccc(C)cc2)n2ncnc2n1
12.1% | -7.6% | -11.9% | CCOC(=O)c1c(NC(=O)C2CCCO2)sc(C)c1C (stereo not given)
7.5% | -11.9% | 0.5% | CCn1cc(Br)c(C(=O)Nc2cccc(SC)c2)n1
-0.7% | -24.3% | -8.0% | CCCCc1nc(SCC(=O)Nc2cccc(Cl)c2)n[nH]1
-0.5% | -3.6% | -4.8% | CN1CC(=O)N(C)c2nc(Br)n(C)c2C1=O
-1.7% | -2.3% | -10.9% | CC(C)OCCCN(C)C1CCN(S(=O)(=O)c2ccc(-c3cc(C(F)(F)F)no3)s2)CC1
-24.6% | 0.9% | 1.0% | COc1ccc(NC(=O)c2csc(C)c2)cc1OC
13.0% | -12.6% | 2.3% | COc1ccc(CN=C2NN=C(c3ccccc3)CS2)cc1
5.0% | -16.3% | -3.3% | O=C(NC(C(=O)N/N=C/c1c2ccccc2cc2ccccc12)c1n[nH]c(=O)c2ccccc12)c1ccccc1 (stereo not given)
3.1% | -4.1% | 11.5% | Cc1cccc(C(=O)Nc2ccc(CC(=O)O)cc2)c1
-2.0% | -3.3% | 14.0% | CC(NC(=O)CNC(=O)[C@@H]1Cc2ccccc2CN1)c1ccccc1 (stereo not given in full)
nt | -10.8% | 12.7% | CC(C)(C)[C@H]1COC(=O)[C@@H](Cc2ccc(F)cc2)CC/C=C/C[C@@H](CC(=O)N[C@@H](CO)Cc2ccccc2)C(=O)N1
-3.7% | -2.5% | 4.0% | O=C(c1ccco1)N1CCN(S(=O)(=O)c2ccc(Br)cc2)CC1
28.3% | -4.8% | -8.9% | COC(=O)C1CC(O)CN1C(=O)NC1CCCCC1 (stereo not given)
-8.1% | 4.0% | -14.3% | COCCCNC(=O)c1oc2ccc(S(=O)(=O)N(C)C3CCCCC3)cc2c1C
-4.8% | -14.5% | 13.8% | COc1ccc(CCNC(=O)COC(=O)/C=C/c2cccs2)cc1
1.6% | -8.2% | 1.0% | COC(=O)C1CCN(c2ccc([N+](=O)[O-])cc2[N+](=O)[O-])CC1
nt | -23.5% | -0.3% | COc1ccc(OC)c(/C=C/C(=O)N2CCN(S(=O)(=O)c3ccc(C)cc3C)CC2)c1
-12.0% | -5.5% | 6.7% | Cc1onc(-c2ccccc2Cl)c1C(=O)N1CCC(C)CC1
3.6% | -0.1% | 9.9% | Cc1ccc(NC(=O)CSC2=NCCN2)cc1
nt | -2.3% | 11.7% | Cc1ccc2c(CNC3CCCCC3)c(C(=O)O)n(Cc3ccc(F)cc3)c2c1
9.0% | -7.5% | -10.1% | CCOC(=O)c1c(NC(=O)COC(=O)c2ccc([N+](=O)[O-])cc2)sc(C(=O)N(C)C)c1C
0.6% | -1.4% | 3.0% | COc1cc(-c2nc(-c3cccnc3)no2)cc(OC)c1OC
nt | -7.0% | 10.3% | O=C(COC(=O)Cn1nnc(-c2ccccc2)n1)Nc1ccccc1Br
-9.0% | 1.2% | 0.3% | c1ccc(-c2ccccc2OCCCCn2ccnc2)cc1
-1.2% | -8.5% | -2.9% | C=CCn1c(O)c(N=NC(=O)CNC(=O)Cc2ccccc2)c2ccccc21
5.7% | -1.6% | -6.3% | COc1ccc(Oc2coc3cc(OC(=O)c4cccs4)ccc3c2=O)cc1
-3.5% | -3.9% | 19.8% | CC(=O)NN1C(=O)c2ccccc2NC1c1ccc(N(C)C)cc1 (stereo not given)

Single records, as listed above. Screens in order: N370S GC mod | GCN5L2 inh | FEN1 inhibitor
Results for `Cc1ccc(C(=O)Nc2ncnc3sc4c(c23)CCCCC4)cc1` : 2.5% | -10.5%[0.501 µM] | -0.3%
Results for `COc1ccc(NC(=O)c2cc(C(C)=O)n3ccccc23)cc1` : nt | -0.7% | ?
Results for `COc1ccc(NC(=O)c2csc(C)c2)cc1OC` : -24.6% | 0.9% | 1.0%
Results for `O=C(COC(=O)Cn1nnc(-c2ccccc2)n1)Nc1ccccc1Br` : nt | -7.0% | 10.3%

Some entries already given, showing only FEN1 inhibitor and N370S GC mod.
Compound,FEN1 inhibitor,N370S GC mod
O=C(CSc1nc(=O)n(Cc2ccccn2)c2c1CCC2)Nc1ccccc1,-19.9%,nt
COc1ccc(NC(=O)c2cc(C(C)=O)n3ccccc23)cc1,?,nt
COc1ccc(NS(=O)(=O)c2cc3c4c(c2)C(C)C(=O)N4CCC3)cc1 (stereo not given),-3.3%,3.0%
Cc1ccc(C(=O)Nc2ncnc3sc4c(c23)CCCCC4)cc1,-0.3%,2.5%
S=C(Nc1cccnc1)N1CCCCC1,-7.0%,4.0%

Continued:
N370S GC mod | GCN5L2 inh | FEN1 inhibitor | Structure
-6.6% | -2.8% | 1.2% | Cc1ccc2nc(-c3ccc(NC(=O)CNC4CC4)cc3)sc2c1
24.8% | -0.3% | nt | Cc1c(C(=O)Nc2ccccc2N2CCOCC2)sc2nc3n(c(=O)c12)CCC3
-5.4% | -1.8% | 1.6% | Cn1nc(C(F)(F)F)c(-c2ccccc2)c1NC(=O)CSCC(=O)O
5.5% | -0.2% | -3.4% | COc1ccc(-c2nc(N3CCCC3)[nH]c(=O)c2C#N)cc1
23.6% | -7.0% | 46.2%[activator] | O=C(COc1cccnc1[N+](=O)[O-])Nc1cccc(S(=O)(=O)N2CCCCC2)c1
-4.6% | -0.4% | 4.3% | CCS(=O)(=O)c1nc(S(=O)(=O)c2ccc(Cl)cc2)c(N2CCC(O)CC2)s1
20.0% | 13.4% | nt | COc1cc2c(cc1OC)Cc1cc(OC)c(OC)cc1Cc1cc(OC)c(OC)cc1C2
nt | -16.7% | 2.8% | Nc1nonc1-c1noc(CCCN2C(=O)c3ccccc3C2=O)n1
7.6% | -7.3% | 0.6% | CCC(C)C(NC(=O)OCc1ccccc1)C(=O)NC(Cc1ccc(O)cc1)C(=O)OC (stereo not given)
nt | -11.5% | 11.2% | CC(C)(C)NC(=O)C[C@H]1C[C@H](C(=O)N2CCCCC2)[C@@]2(CCc3ccccc3)c3[nH]c4cc(-c5ccco5)ccc4c3CCN2C1=O
-18.9% | -7.3% | -6.4% | O=C(O)C(O)C(O)c1nc2ccccc2[nH]1 (stereo not given)
nt | -2.9% | -20.8% | CC(C)c1ccc(NC(=O)NC2CCN(CC(=O)Nc3cccc4ccccc34)CC2)cc1
0.7% | -23.1% | -8.0% | COc1ccc2nc3oc(C(=O)N4CCN(c5cccc(Cl)c5)CC4)cc3cc2c1
? | -5.0% | 2.4% | Cc1ccc(S(=O)(=O)N(CCO)Cc2cc3ccc(C)c(C)c3[nH]c2=O)cc1
-5.4% | -1.7% | -2.6% | COc1ccc(S(=O)(=O)N2CCC(C(=O)N3CCN(C)CC3)CC2)cc1OC
-10.6% | -9.8% | 2.0% | CCOC(=O)Cc1csc(NS(C)(=O)=O)n1
-3.5% | -9.2% | 17.4% | COc1ccc(CCNC(=O)CCC(=O)N2CCOc3ccc(C)cc32)cc1OC
10.9% | -4.3% | -4.2% | O=C(NCCO)C(=O)NCC1OCCCN1S(=O)(=O)c1cccs1 (stereo not given)
-6.1% | -6.4% | 5.8% | NC(=O)c1cc2cc([N+](=O)[O-])ccc2oc1=O
-3.4% | -10.3% | 5.6% | Cc1nc2c(cnn2-c2ccccc2)c(=O)[nH]1
-1.6% | -5.0%&2.5% | -2.4%&1.6% | Cc1cc(C)n2nc(SCC(=O)Nc3ccccc3C)nc2n1
nt | -8.5% | -6.0% | COc1ccc(OCC(=O)N2CCC(c3nc4ccccc4s3)CC2)cc1
12.1% | -8.6% | 0.5% | COc1ccc(-c2cc(C(F)(F)F)nc(NCc3cccs3)n2)cc1
1.1% | -3.2% | -0.9% | Cc1ccc2oc(C(=O)Nc3nonc3C)c(C)c2c1
-8.8% | -5.6% | 5.6% | Cc1[nH]nc2c1C(c1c[nH]c3ccccc13)C(C#N)=C(N)O2 (stereo not given)
nt | -3.1% | -11.4% | CCCCCCCCCCCC(=O)N/N=C/c1ccco1
-8.1% | -9.6% | -1.8% | COCCNCC1C(Oc2ccc(Cl)cc2)C(=O)N1c1ccccc1C (stereo not given)
nt | -4.9% | 2.4% | CSc1ccc(C2=CC(=O)C[C@H](c3ccc(F)cc3)C2)cc1
? | -9.5% | nt | CCOc1ccc(CN2CCN(c3cc(C)nc4c5c(C)cc(C)nc5nn34)CC2)cc1
-17.6% | -7.4% | 10.4% | CCCCn1c(N)c(N(CCOC)C(=O)COC(=O)COc2ccccc2C#N)c(=O)[nH]c1=O
-1.5% | -2.3% | -24.9% | COc1ccc(-c2nc(CSCC(=O)N3CCN(c4cccc(C)c4)C(C)C3)c(C)o2)cc1OC (stereo not given)
1.4% | -20.0% | 6.6% | CCCn1c(SCC(=O)Nc2c(CC)cccc2CC)nnc1C(C)C
-0.1% | -9.3% | -8.6% | CCCCc1ccc(Nc2nc(CCC)cc(=O)[nH]2)cc1
-3.7% | -2.0% | -3.6% | Cc1ccccc1CC(=O)N1CCN(C(=O)c2ccco2)CC1
-11.6% | -13.9% | -1.5% | Cc1ccccc1NC(=O)CSc1nc2[nH]c(=O)cc(O)c2s1
nt | 18.6% | -9.8% | Cc1ccc(S(=O)(=O)N2CCCc3cc(NC(=O)c4cccc(Cl)c4)ccc32)cc1
nt | -10.3% | ? | CCOC(=O)C1=C(CN(C)Cc2ccccc2)NC(=O)NC1c1ccc(OC(C)C)cc1 (stereo not given)
8.1% | -0.4% | -1.7% | Cc1cc(Nc2cccc(C(=O)O)c2)n2ncnc2n1
9.6% | -18.5% | 2.7% | Cc1cccc(Nc2nnc(SCC3CCCCO3)s2)c1C (stereo not given)
11.7% | -9.4% | -0.2% | COC(=O)c1c(C)[nH]c(C)c1-c1ccccc1Cl
1.3% | -4.0% | -5.0% | Nc1nc(-c2cc3c(cc2Cl)OCCO3)cs1
-12.9% | -3.9% | 6.3% | CCOc1ccc(N(C(C)C(=O)Nc2ccc(OC)cc2)S(C)(=O)=O)cc1 (stereo not given)
nt | -10.1% | -2.1% | CCC(Sc1nncn2c1cc1occc12)C(=O)Nc1ccc(C)c(Cl)c1 (stereo not given)
-13.6% | -0.1% | -0.7% | CCOc1ccc(CNC(=O)CCS(=O)(=O)Cc2ccc(C)cc2)cc1OC
8.7% | ? | -10.0% | CNc1cccccc1=S
